Screening data deposited in PubChem BioAssay by Sanford-Burnham Center for Chemical Genomics.
Gli-Sufu antag = Gli-Sufu pathway antagonists, primary screen, luciferase luminescence, Sufu-KO-LIGHT cells, uHTS; Sufu-KO-LIGHT fibroblasts, Gli luciferase reporter luminescence; inhibition, % at 5 µM; actives 0.74% (n = 340,000);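 active = inhibition above about 55%, limit read from the data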;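 note: 0% = DMSO-treated cells and 100% = wells with medium but no cells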
APJ ag = agonists of human apelin receptor APJ, primary screen, CHO-K1 cells, PathHunter beta-arrestin, luminescence | activation, % at 20 µM | 0% DMSO wells, 100% apelin | AID 2520, 2010 | P35414 | actives 0.11% (n = 330,000);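 active = activation more than six SD over the plate average, tested at 20 µM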;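 note: 0% = DMSO alone and 100% = apelin-13 at 10 nM; some results filed as inactive read as strong as hits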
Target sequence (P35414 whole entry, looked up): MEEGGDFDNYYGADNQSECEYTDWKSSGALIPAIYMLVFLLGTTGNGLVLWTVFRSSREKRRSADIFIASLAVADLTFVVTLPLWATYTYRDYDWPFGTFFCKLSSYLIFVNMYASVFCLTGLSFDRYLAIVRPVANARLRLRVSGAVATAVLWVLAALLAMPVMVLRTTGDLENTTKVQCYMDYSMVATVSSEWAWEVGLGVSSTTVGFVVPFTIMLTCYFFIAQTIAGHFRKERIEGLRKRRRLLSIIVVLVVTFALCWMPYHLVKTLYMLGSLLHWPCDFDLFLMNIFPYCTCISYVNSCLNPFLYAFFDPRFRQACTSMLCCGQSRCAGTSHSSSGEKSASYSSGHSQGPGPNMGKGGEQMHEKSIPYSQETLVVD
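assay system = CHO-K1 APJ beta-arrestin complementation cell line | input = cell density 1000 per well | dosing = compound 20 µM once, DMSO 1% | timing = compound 90 min 25 °C, reagent 1 h | measured by = luminescence from split beta-galactosidase complementation, Galacton Star/Emerald II substrate | read-out basis = APJ agonist activity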
APJ antag = antagonists of human apelin receptor APJ, primary screen, CHO-K1 cells, beta-arrestin complementation, luminescence; P35414; inhibition, % at 20 µM; actives 0.32% (n = 330,000); AID 2521, 2010;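 active = inhibition above about 40% at 20 µM, limit read from the data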;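 note: cells challenged with 10 nM apelin-13 agonist together with compound; plate controls were apelin-13 plus DMSO wells for no effect and DMSO wells lacking apelin-13 for full effect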
ATG4B inh = ATG4B protease inhibitors, primary screen, biochemical, fluorescence, uHTS | AID 504462, 2011 | ATG4B cleavage of LC3-PLA2, NBD-HPC fluorescence, 1 h | inhibition, % at 8.33 µM | actives 0.51% (n = 340,000) | Cysteine protease ATG4B (Homo sapiens), Q9Y4P1; in the data active = inhibition above about 40%
UBC13 polyUb = UBC13 polyubiquitin chain formation inhibitors, primary screen, biochemical, TR-FRET, uHTS; actives 0.47% (n = 330,000); inhibition, % at 20 µM; in the data active = inhibition above about 45%, passing the limit was not always enough
Target sequence (P61088 whole entry, looked up): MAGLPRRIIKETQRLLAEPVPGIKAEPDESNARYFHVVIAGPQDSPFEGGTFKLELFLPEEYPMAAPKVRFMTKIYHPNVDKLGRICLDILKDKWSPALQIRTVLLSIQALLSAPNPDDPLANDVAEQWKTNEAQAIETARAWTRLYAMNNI
EBI2 block = EBI2 receptor antagonists, beta-arrestin recruitment, primary screen, cell-based, luminescence, 7a,25-OHC stimulation, uHTS | AID 651636, 2012 | G-protein coupled receptor 183 (Homo sapiens), P32249 | inhibition, % at 5 µM | actives 0.81% (n = 360,000) | 7a,25-OHC stimulated; in the data active = inhibition above about 38%;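 note: enzyme fragment complementation signal reports receptor beta-arrestin coupling in cells; 0% = agonist plus DMSO wells and 100% = wells without agonist; some results beyond the cut were filed as inactive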
CXCR6 block = CXCR6 receptor inhibitors, primary screen, cell-based, beta-arrestin, luminescence, CHO-K1 PathHunter, 1536-well; C-X-C chemokine receptor type 6 (Homo sapiens), O00574; AID 602244, 2012; inhibition, % at 20 µM; actives 0.36% (n = 360,000); in the data active = inhibition above about 34%, passing the limit was not always enough;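 note: antagonist mode with CXCL16 agonist at 10 nM final; 0% = 10 nM CXCL16 with DMSO and 100% = unstimulated wells without agonist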
CCR6 antagonist = CCR6 receptor antagonists, primary screen, cell-based, CHO-K1, luminescence, beta-arrestin, uHTS; AID 493098, 2011; C-C chemokine receptor type 6 (Homo sapiens), P51684; CHO-K1 CCR6 PathHunter beta-arrestin, CCL20-stimulated; actives 0.49% (n = 340,000); inhibition, % at 20 µM;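 active = compounds whose inhibition of the agonist-driven luminescence signal at 20 µM reaches about 50%, limit read from the data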;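 note: cells stimulated with CCL20 at 14 nM final; plate controls were DMSO with CCL20 for no effect and DMSO without agonist for full effect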
Target sequence (P51684 whole entry, looked up): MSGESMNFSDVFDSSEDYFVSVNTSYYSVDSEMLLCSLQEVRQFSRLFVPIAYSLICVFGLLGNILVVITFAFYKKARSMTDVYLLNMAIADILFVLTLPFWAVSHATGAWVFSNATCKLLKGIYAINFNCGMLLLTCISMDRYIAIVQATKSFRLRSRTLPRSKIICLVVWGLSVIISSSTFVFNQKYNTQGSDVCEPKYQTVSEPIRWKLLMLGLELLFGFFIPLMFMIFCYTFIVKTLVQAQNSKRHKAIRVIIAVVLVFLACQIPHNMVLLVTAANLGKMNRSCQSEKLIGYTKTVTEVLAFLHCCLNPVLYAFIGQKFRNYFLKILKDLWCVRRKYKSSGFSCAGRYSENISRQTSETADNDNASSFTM
An asterisk follows results filed as active; . = not tested or not shown.

A first look (twelve entries):
SMILES	Gli-Sufu antag	APJ ag	APJ antag	ATG4B inh	UBC13 polyUb	EBI2 block	CXCR6 block	CCR6 antagonist
CC(C)(C)NCC(O)COc1ccccc1C1CCCC1 (stereo unspecified)	5	2	-22	7	22	0	-9	-7
Cc1nn(CC(=O)NCc2ccc(Cl)cc2)c(C)c1[N+](=O)[O-]	5	-3	-24	7	-3	-16	0	6
COc1cccc(/C=N/n2cnnc2)c1OCc1ccccc1	-3	-2	3	9	10	3	4	7
Cc1ccc(NC(=O)c2ccccc2N(C)S(=O)(=O)c2ccccc2)c(C)c1	-4	-3	-1	-6	0	-3	-13	8
Cc1ccc(S(=O)(=O)N2CCC(C(=O)NCCc3ccc(S(N)(=O)=O)cc3)CC2)cc1	1	-5	-12	1	14	-7	-1	-6
O=[N+]([O-])c1nn(-c2ccc(Cl)cc2)n(O)c1=NCc1ccccc1Cl	-3	3	-20	0	-5	-15	-4	12
Cc1ccc(CCC(=O)Nc2ncc(Cc3cc(Cl)ccc3Cl)s2)o1	26	.	.	0	.	6	2	0
CCOC(=O)C1(CCOc2ccccc2)CCN(Cc2cnc(C)s2)CC1	-15	-4	1	-1	0	-2	4	15
Cc1ccc(NC(=O)COC(=O)c2ccc(-n3nc(C)cc3C)cc2)c(F)c1	-2	1	-17	0	10	-6	0	11
CC1CCC2(CC1)NC(=O)N(CC(=O)NCCc1ccccc1)C2=O (stereo unspecified)	-7	-6	11	0	14	1	1	10
Cc1cccc(NC(=S)NCc2ccc3c(c2)OCO3)c1C	-10	-2	0	3	12	-6	-5	-5
Cn1nc(C(F)(F)F)cc1-c1ccc(/C=C(\C#N)C(=O)c2cccc(C(F)(F)F)c2)s1	-29	2	12	1	-14	-1	-2	19

The listing, from the start:
SMILES	Gli-Sufu antag	APJ ag	APJ antag	ATG4B inh	UBC13 polyUb	EBI2 block	CXCR6 block	CCR6 antagonist
CC(C)(C)NCC(O)COc1ccccc1C1CCCC1 (stereo unspecified)	5	2	-22	7	22	0	-9	-7
Cc1nn(CC(=O)NCc2ccc(Cl)cc2)c(C)c1[N+](=O)[O-]	5	-3	-24	7	-3	-16	0	6
COc1cccc(/C=N/n2cnnc2)c1OCc1ccccc1	-3	-2	3	9	10	3	4	7
Cc1ccc(NC(=O)c2ccccc2N(C)S(=O)(=O)c2ccccc2)c(C)c1	-4	-3	-1	-6	0	-3	-13	8
Cc1ccc(S(=O)(=O)N2CCC(C(=O)NCCc3ccc(S(N)(=O)=O)cc3)CC2)cc1	1	-5	-12	1	14	-7	-1	-6
O=[N+]([O-])c1nn(-c2ccc(Cl)cc2)n(O)c1=NCc1ccccc1Cl	-3	3	-20	0	-5	-15	-4	12
Cc1ccc(CCC(=O)Nc2ncc(Cc3cc(Cl)ccc3Cl)s2)o1	26	.	.	0	.	6	2	0
CCOC(=O)C1(CCOc2ccccc2)CCN(Cc2cnc(C)s2)CC1	-15	-4	1	-1	0	-2	4	15
Cc1ccc(NC(=O)COC(=O)c2ccc(-n3nc(C)cc3C)cc2)c(F)c1	-2	1	-17	0	10	-6	0	11
CC1CCC2(CC1)NC(=O)N(CC(=O)NCCc1ccccc1)C2=O (stereo unspecified)	-7	-6	11	0	14	1	1	10
Cc1cccc(NC(=S)NCc2ccc3c(c2)OCO3)c1C	-10	-2	0	3	12	-6	-5	-5
Cn1nc(C(F)(F)F)cc1-c1ccc(/C=C(\C#N)C(=O)c2cccc(C(F)(F)F)c2)s1	-29	2	12	1	-14	-1	-2	19
N#C/C(=C1/CCCCCN1)c1nc2ccccc2[nH]1	-61	-5	22	0	-10	28	1	12
COc1ccc(C(CC(=O)N2CCN(c3ccccc3)CC2)c2c(O)cc(OC)cc2OC)cc1 (stereo unspecified)	14	6	0	-13	7	-1	7	24
Cc1ccc(C(=O)NC2CC3CCC(C2)N3Cc2ccco2)cc1 (stereo unspecified)	0	0	-1	-9	-2	-12	-1	-3
CN(C)S(=O)(=O)c1cccc(NC(=O)/C=C/c2ccc(S(=O)(=O)N3CCOCC3)cc2)c1	25	1	-7	-21	2	5	-8	9
O=C(NC1CCCCC1)c1ccc(CNc2nc(=S)[nH]c3ccccc23)cc1	9	-1	-10	6	6	2	-2	4
COCC(C)n1c(SCC(=O)N2CCCCC2)nc2ccccc2c1=O (stereo unspecified)	-2	0	14	-8	-1	-1	6	3
Cc1cccc(NC(=S)NC(=O)/C=C/c2ccccc2)n1	-39	11*	-57	-6	-6	-36	-5	-8
CCCCOCCCNC1=NCCCCC1	-7	4	13	-10	0	-4	7	-2
O=c1cc(N2CCCCC2)c(-c2ccccc2)nn1Cc1ccccc1	10	-4	6	5	-6	16	0	13
NNC(=O)COc1ccccc1[N+](=O)[O-]	2	-4	15	-5	5	-7	-2	4
O=C(O)/C(=C/c1ccco1)NC(=O)c1ccccc1	-5	-4	31	9	-2	4	6	6
O=C(CCn1c(=O)[nH]c2ccsc2c1=O)Nc1ccc(F)c(F)c1	5	1	18	-9	-11	1	-2	-1
COc1cc(/C=N/n2cnnc2)ccc1OS(=O)(=O)c1ccccc1[N+](=O)[O-]	-4	-1	-22	-8	13	2	1	9
CCOC(=O)CC(NC(=O)c1ccco1)c1ccc(C)cc1 (stereo unspecified)	-5	0	3	-10	7	2	3	-7
c1cncc(-c2nc(-c3cccs3)cs2)c1	4	-3	-5	3	7	8	-20	-8
CCC(C)(C)NC(=O)CN(C(=O)CCC(=O)Nc1nccs1)c1ccc(C)cc1	-5	2	-9	-8	2	-4	3	2
CCN(C(=O)c1cc2c(=O)n3ccccc3nc2s1)C1CCCCC1	-12	2	-6	0	7	5	7	-7
CC(=NN=C(C)c1ccc(O)cc1)c1ccc(O)cc1	-18	.	.	-3	.	9	1	4
CC(NC(=O)c1ccc2c(c1)OCO2)C(c1cccs1)N1CCN(c2ccccc2)CC1 (stereo unspecified)	-16	-6	-4	9	-3	6	5	20
CCC(=O)Nc1ccc(NC(=O)CSc2nnnn2-c2ccc3c(c2)OCCO3)cc1	-21	-1	2	-4	-4	-11	2	-7
Cn1c(=O)c2c(nc(SCCCO)n2Cc2ccccc2Cl)n(C)c1=O	19	-2	-14	-6	7	1	2	4
Cc1ccc(C(=O)NNC(=S)NC(=O)COc2ccccc2)cc1	-1	-5	26	-9	33	-11	20	49
COC(=O)Cn1c(O)c(N=NC(=O)c2ccc3c(c2)OCO3)c2ccccc21	13	-2	12	6	-17	-1	0	5
COc1ccc(CN2CCC(n3nccc3NC(=O)C3CCCC3)CC2)c(OC)c1	16	-8	-28	-2	-7	-4	2	4
COc1ccc(-c2ccccc2)cc1NCc1ccccc1C	-19	-4	1	24	-1	9	1	13
O=C(COC(=O)C1CCN(S(=O)(=O)c2ccc3c(c2)OCCO3)CC1)NC1CCCCC1	-4	-4	-50	-3	3	-13	8	17
C=CCn1c(SCc2nc3scc(-c4ccccc4)c3c(=O)[nH]2)nnc1-c1ccccc1F	4	-1	15	46*	-7	-5	4	7
CCOC(=O)Cc1csc(SCC(=O)N2CCN(c3ccccc3)CC2)n1	7	-4	2	-6	-2	31	3	-3
CCOC(=O)Cc1csc(NC(=O)C(CC(C)C)NC(=O)C2CCCCC2)n1 (stereo unspecified)	-5	-1	6	-7	-2	2	0	14
COc1ccc(C(=O)N2CCc3cc(OC)c(OC)cc3C2c2ccc(OC)c(OC)c2)cc1OC (stereo unspecified)	-1	0	15	-4	-1	-11	-9	-3
CCCc1n(CC(O)COCC2CC=CCC2)c2ccccc2[n+]1C (stereo unspecified)	5	0	-14	4	-8	6	2	6
COc1cc(OC)cc(C(=O)N[C@H](C(=O)OCC(=O)c2ccc(C)c([N+](=O)[O-])c2)C(C)C)c1	-20	-14	48*	-5	13	7	18	50*
C=CCC[C@@H](Cc1ccc(F)cc1)C(=O)OC[C@H](Cc1c[nH]c2ccccc12)NC(=O)[C@H](CC=C)CC(=O)NCCO	2	-1	20	-17	31	12	6	10
COc1cc(C(=S)N2CCOCC2)ccc1OC(=O)c1ccccc1C	.	-3	-9	-2	-4	-3	0	17
O=C(NCc1cc(C(F)(F)F)ccc1Cl)c1cccc2c1C(=O)c1ccc(N3CCCCC3)cc1S2(=O)=O	31	-3	11	2	-39	12	0	20
C[C@H](CO)N1C[C@H](C)[C@@H](CN(C)C(=O)Nc2ccccc2)Oc2c(cccc2N(C)C)C1=O	-10	-2	-6	5	19	-5	8	8
CCC(=O)c1ccc(OCCn2cncn2)cc1	-4	6	18	-5	0	3	-2	-2
CC(C)(C)C(=O)NC(=S)Nc1cccc(C(=O)O)c1	-64	0	-27	4	5	1	1	22
COc1ccc2c(/C=N/Nc3ccc(C(=O)O)cc3)c[nH]c2c1	.	1	-21	3	-20	-15	-9	0
COc1ccc(-c2cc(C(=O)Nc3ccccc3F)on2)cc1	-34	-3	13	0	4	9	3	11
CC(C)(C)c1ccc(-n2ncc3c2CCCC3NC(=O)c2ccncc2)cc1 (stereo unspecified)	51	2	-13	-2	3	20	-2	4
CC(=O)N1N=C(c2ccco2)CC1c1ccco1 (stereo unspecified)	-4	-3	11	-4	-3	-8	-4	2
COc1cc(C#Cc2c(-c3cncn3C)n(C)c3ccc(-c4ccc5cc[nH]c5c4)cc23)cc(OC)c1	-15	1	0	4	-10	16	-15	1
CCOc1ccc(C(=O)NCC(=O)Nc2ncccc2C)cc1OCC	0	3	-2	4	-2	-9	1	5
CCOC(=O)c1c(C)[nH]c(C)c1C(=O)COC(=O)CCc1ccccc1	-5	-1	10	1	5	18	-2	2
CCCOc1ccc(S(=O)(=O)n2cc(Br)c(=O)[nH]c2=O)cc1	-8	-5	1	1	5	2	4	-1
O=S(=O)(c1ccc(F)cc1)c1nc(-c2ccco2)oc1Nc1ccccc1	-19	-4	9	0	1	-1	3	-1
CC1CCCCC12NC(=S)N(c1ccccc1)N2 (stereo unspecified)	2	5	-2	-4	-4	-4	-7	-17
COc1ccc(C2CC(C)(c3ccc(OC)cc3OC)Nc3ccccc3N2)c(OC)c1 (stereo unspecified)	5	-1	7	0	-12	-3	1	10
COc1ccc(CNC(=S)N/N=C/c2ccc(OC)c(OC)c2)cc1	-8	-4	-3	-11	-10	-6	-8	8
